# Compound activity: PubChem, National Center for Advancing Translational Sciences (NCATS)
# 12-LOX inh – Primary qHTS assay for inhibitors of human arachidonate 12S-lipoxygenase (ALOX12): Round 2; Polyunsaturated fatty acid lipoxygenase ALOX12 (Homo sapiens), P18054; purified 12hLO, xylenol orange hydroperoxide absorbance; Potency, µM (doses to about 108 µM), for the others: at the highest dose activity change, negative = inhibition, usual class: inhibitors; 580,000 compounds, 1.1% hits; note: potency is the fitted concentration of half-maximal effect; % is set by controls: 0 for no effect and ±100 for the full control effect
# Target sequence (P18054 whole entry, looked up): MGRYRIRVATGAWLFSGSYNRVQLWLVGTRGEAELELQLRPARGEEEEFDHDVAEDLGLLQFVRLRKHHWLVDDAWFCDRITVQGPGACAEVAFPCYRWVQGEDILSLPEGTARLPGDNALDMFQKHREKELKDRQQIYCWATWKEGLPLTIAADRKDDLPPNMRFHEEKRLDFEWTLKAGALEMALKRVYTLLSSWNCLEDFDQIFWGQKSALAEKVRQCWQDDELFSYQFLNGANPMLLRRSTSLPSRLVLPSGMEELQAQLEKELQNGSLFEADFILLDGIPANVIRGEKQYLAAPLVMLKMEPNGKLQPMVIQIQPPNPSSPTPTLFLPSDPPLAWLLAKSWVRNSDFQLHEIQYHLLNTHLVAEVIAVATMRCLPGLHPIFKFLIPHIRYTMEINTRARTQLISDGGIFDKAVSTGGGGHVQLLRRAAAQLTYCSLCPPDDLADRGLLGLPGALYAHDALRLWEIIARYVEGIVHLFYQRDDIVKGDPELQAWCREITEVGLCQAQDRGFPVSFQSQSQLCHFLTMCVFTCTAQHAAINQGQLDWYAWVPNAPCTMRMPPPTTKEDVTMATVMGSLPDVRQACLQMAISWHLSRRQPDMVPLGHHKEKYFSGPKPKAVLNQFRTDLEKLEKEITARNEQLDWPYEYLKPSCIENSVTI
#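 Purified human 12hLO (150 nM final) in 25 mM Hepes, 0.01% Triton X-100, pH 7.0 was preincubated 15 min at room temperature with compound. Then 40 uM arachidonic acid was added, 30 min. Hydroperoxide was read by Fe-XO absorbance ratio 573/405 nm.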
# RGS4 inhibitor – Inhibitors of Regulator of G Protein Signaling (RGS) 4: qHTS; Transcreener GDP fluorescence polarization, RGS4-accelerated GTP hydrolysis; Potency, µM (series often up to 114 µM), without a hit: top-dose activity change, negative = inhibition, most hits filed as inhibitors; 390,000 compounds, 0.039% hits; note: potency is the fitted concentration of half-maximal effect; % is set by controls: 0 for no effect and ±100 for the full control effect; nearly all actives have a fitted effect of over 75% in size; some results filed as inactive show a strong effect at the top dose
#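 MLSMR compounds (23 nl, pin-transferred) preincubated 10 min at room temperature with a 500nM (2x) first reagent, then RGS4 at 900nM (2x) plus Transcreener GDP mix added; fluorescence polarization (620/688 nm) read before and after 90 min at 30 °C.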
# Apoferritin bind – qHTS Assay for Identification of Novel General Anesthetics. apoferritin/1-aminoanthracene competitive binding, fluorescence. 350,000 compounds, 0.074% hits. Ferritin light chain (Equus caballus), P02791. Potency, µM (titrated, usually from 77.5 µM), for the others: top-dose activity change, negative = displacement, most hits filed as inhibitors. AID 485281, 2010; note: potency is the fitted concentration of half-maximal effect; % is set by controls: 0 for no effect and ±100 for the full control effect; nearly all actives have a fitted effect of over 20% in size
#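 Probe: 1-aminoanthracene (50% saturated, PBS). Protein: horse-spleen apoferritin, 10 uM. Incubation: 10 min, room temperature. Detection: 380 nm excitation, 535 nm emission. Analysis: normalized response, four-parameter Hill.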
# ERG Ets-DNA blk – qHTS for Small Molecule Inhibitors of the ERG Ets/DNA interaction; Transcriptional regulator ERG (Homo sapiens), P11308; fluorescence polarization, His-ERG Ets domain / labelled DNA; Potency, µM (titrated, usually from 76.9 µM), without a hit: at the top dose FP activity, negative = inhibition, actives largely listed as inhibitors; 370,000 compounds, 0.028% hits; AID 624246, 2012; active = well fitted inhibition curve with a large enough effect in the polarisation, with a control signal flat; inconclusive = small, poorly fitted or top-dose-only effect, or effect the other way, or a change in a side signal; inactive = no such curve, though single readings can be large or run the other way; the % refers to the polarisation;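 note: polarization taken with two DNA probes labelled with fluorescein and Texas red; potency is the fitted concentration of half-maximal effect; % of control where 0% means no effect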
#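 His-tagged ERG Ets domain (1 uM in the protein solution; 300mM KCl, 50mM Tris-HCl, 1mM EDTA, 1mM DTT, pH 7.5) received compound, then a probe mix of 5 nM fluorescein-DNA and 100nM Texas-615-DNA. Fluorescence polarization was read for both dyes.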
# APE1 inh – qHTS Assay for Inhibitors of the Human Apurinic/apyrimidinic Endonuclease 1 (APE1). DNA repair nuclease/redox regulator APEX1 (Homo sapiens), P27695. recombinant APE1, TAMRA/BHQ-2 abasic DNA cleavage fluorescence. Potency, µM (doses to about 65.8 µM), for the others: at the highest dose activity change, negative = inhibition, usual class: inhibitors. 350,000 compounds, 0.35% hits;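 note: potency is the fitted concentration of half-maximal effect; plate controls were vehicle for no effect and reference inhibitor for full effect; nearly all actives have a fitted effect of over 55% in size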
# Target sequence (P27695 whole entry, looked up): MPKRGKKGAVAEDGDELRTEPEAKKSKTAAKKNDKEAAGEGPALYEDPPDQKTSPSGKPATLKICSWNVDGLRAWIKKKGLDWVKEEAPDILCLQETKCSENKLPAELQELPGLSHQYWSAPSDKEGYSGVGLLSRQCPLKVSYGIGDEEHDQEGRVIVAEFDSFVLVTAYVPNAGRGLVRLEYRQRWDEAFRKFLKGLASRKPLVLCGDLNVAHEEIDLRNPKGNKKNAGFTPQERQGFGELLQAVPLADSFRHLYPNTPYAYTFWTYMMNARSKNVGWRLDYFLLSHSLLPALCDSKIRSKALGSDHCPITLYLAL
#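 Activity was derived from the fluorescence gain between first and third kinetic reads (60 s intervals, ex 525/em 598 nm) after 50 nM THF-abasic TAMRA/BHQ-2 duplex was added to 0.75 nM APE1 preincubated 15 min with compound.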
# POLB inh – qHTS Assay for Inhibitors of DNA Polymerase Beta. P06746. Pol beta primer extension/strand displacement, fluorescence kinetic. Potency, µM (doses to about 114 µM), inactives show at the top dose activity change, negative = inhibition, hits mostly inhibitors. 340,000 compounds, 1.3% hits. AID 485314, 2010; note: potency is the fitted concentration of half-maximal effect; % is set by controls: 0 for no effect and ±100 for the full control effect
#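 10 nM enzyme + cpd, 15 min RT; start with substrate 50 nM final; read 0 min and after 10 min RT. Corrected, normalized data; 4-parameter Hill curve fit.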
# LDHA block – qHTS assay for inhibitors of human lactate dehydrogenase; L-lactate dehydrogenase A chain (Homo sapiens), P00338; purified LDHA, NADH/diaphorase-resazurin fluorescence; active compounds read low; activity change, % (values are at about 110 or 230 µM); 480,000 compounds, 0.15% hits; AID 1347041, 2019; in the data active = activity change below about -30%; inconclusive = mostly about -25% to -30%;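 note: plate controls were DMSO wells for no effect and wells without enzyme for full effect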
#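 Resorufin fluorescence (ex540/em590), read at 0 and 20 min after diaphorase/resazurin addition, reports the NADH left after a 5 min room-temperature reaction of 2 nM human LDH5 with 0.06 mM NADH and 0.2 mM pyruvate.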
# POLH inh – qHTS for Inhibitors of Polymerase Eta | Potency, µM (top dose mostly 114 µM), without a hit: at the top dose activity change, negative = inhibition, most hits filed as inhibitors | recombinant Pol eta, fluorescent DNA replication assay | DNA polymerase eta (Homo sapiens), Q9Y253 | 390,000 compounds, 1.2% hits; note: potency is the fitted concentration of half-maximal effect; % is set by controls: 0 for no effect and ±100 for the full control effect
#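 Pol eta at 10 nM preincubated with compounds 15 min at room temperature; reaction started with fluorescent substrate (50 nM final) and read kinetically at 0 and 10 min.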
# Pol kappa inh – qHTS for Inhibitors of Polymerase Kappa; purified Pol kappa, fluorescent DNA synthesis assay, 10 min; Potency, µM (doses to about 107 µM), inactives show at the highest dose activity, negative = inhibition, actives largely listed as inhibitors; 400,000 compounds, 0.53% hits; AID 588579, 2011; note: potency is the fitted concentration of half-maximal effect; % is set by controls: 0 for no effect and ±100 for the full control effect
#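 10 nM Pol kappa was preincubated with compounds for 15 min at room temperature. Reaction started with 50 nM (final) substrate. Fluorescence read kinetically at 0 and 10 min.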
# * = called active by the depositor; ? = inconclusive; / = not tested or not shown; & = joins results of further samples; [ ] = remark or other dose. Unless noted, calls come from the whole dose curve; as a rule, active = well fitted curve in the direction sought with a large enough effect; inconclusive = small, poorly fitted or top-dose-only effect, or another doubt; inactive = no such curve, though single readings can be large; an effect the other way counts as inactive or inconclusive. Not all compounds are listed, so the mix of outcomes need not match the whole.
SMILES,12-LOX inh,RGS4 inhibitor,Apoferritin bind,ERG Ets-DNA blk,APE1 inh,POLB inh,LDHA block,POLH inh,Pol kappa inh
Cc1ccc(Cl)cc1NC(=O)N1CCN(C)c2ncccc21,-26%,-12%,9%,?,/,6%,23,-14%,5%
Cc1c(C(=O)O)cnc2c([N+](=O)[O-])cnn12,-2%,?,-22%,15%,-8%,?,-7,?,-33%
O=C(CCN1CCN(c2ccc(F)cc2)CC1)Nc1ccccc1F,0%,-13%,-5%,-12%,2%,-21%,-8,-7%,-3%
Cc1cc(C)cc(N=c2c([N+](=O)[O-])nn(-c3ccc(Cl)cc3)n2O)c1,-13%,-3%,?,-12%,-5%,2%,-2,-19%,-9%
CCOC(=O)c1nn(-c2ccc(F)cc2)c(C)c1C(C)=O,10%,24%,-7%,1%,0%,28%,1,-4%,-6%
CC[N+](CC)(CC)CCOc1ccc(/C=C\c2ccccc2)cc1,37%[activator],/,/,/,-2%,/,/,/,-7%[19.4 µM]
CCN1C(=O)c2ccc(C(=O)Nc3ccc4c(c3)OCO4)cc2C1=O,13%,-14%,-11%,6%,23%,-1%,-2,?,-2%
COC(=O)CN1C(=O)[C@H]2[C@@H](/C=C/c3ccccc3)N3C(=O)CN(Cc4ccccn4)C(=O)[C@@]3(Cc3ccccc3)[C@H]2C1=O,/,18%,/,-11%,44%,/,-5,-12%,-4%
Cc1ccc(-c2nc(SCC(=O)N(C)C3CCS(=O)(=O)C3)[nH]c2-c2ccc(C)cc2)cc1 (centres undefined),-26%,2%,?,-3%,-1%,-27%,3,-18%,-21%
CC(Sc1nnnn1C1CC1)C(=O)N1CC(=O)Nc2ccccc21 (centres undefined),-2%,6%,/,/,-8%,/,-1,-12%,-6%
O=C(CCN1CCN(C(=O)c2ccccc2)CC1)c1ccc(Br)cc1,-29%,-49%,-14%,-5%,45%,-1%,-1,-13%,-5%
CC(C)(C)c1ccc(C(=O)NCC(=O)NCc2ccccn2)cc1,11%,-10%,/,-2%,27%,/,1,-23%,-2%
CSc1nc2ccc(NC(=O)c3ccc(=O)[nH]c3)cc2s1,28%,-11%,4%,0%,30%,11%,-8,-3%,-10%
CC(C)C(=O)Nc1ccc(C(=O)CSc2nnc(C3CC3)n2C2CC2)cc1,11%,7%,/,/,-8%,/,-16,1%,-18%
O=C1Nc2ccccc2Oc2cc(Oc3ccc(Cl)cc3)ccc21,-49%,-14%,-6%,-2%,/,-30%,-4,-6%,0%[60.1 µM]
Cc1ccc(CNC(=O)COC(=O)c2cc3c(s2)CCC(C)C3)cc1 (centres undefined),16%,-29%,?,2%,-1%,33%[57.1 µM],-3,-17%,-3%
CC1CCCN(C(=O)CNC(=O)c2cccs2)C1 (centres undefined),1%,15%,/,-1%,-8%,/,-5,-15%,4%
CCN(CC(=O)Nc1ccccc1C(F)(F)F)C(=O)C1CC(=O)N(Cc2ccccc2)C1 (centres undefined),-10%,2%,/,-3%,7%,/,0,-26%,-7%
CC(NC(=O)CSc1nc(=O)cc(N)n1CCc1ccccc1)c1ccccc1 (centres undefined),-10%,-20%[11.4 µM],-14%,1%,-5%,1%,-3,-12%,-1%
O=C(COc1ccccc1F)c1ccc(O)cc1O,?,1%,?,0%,-2%,-16%,-1,-9%,-12%
Cc1ccc2c(c1)Oc1ccccc1C=C2C(=O)O,?,1%,-13%,10%,25%,12%,1,-6%,1%
Cc1c(C)n(CCC#N)c2ccccc12,-8%,30%,-2%,-3%,2%,41%,-6,-15%,-9%
COc1ccc(CNCC(O)(c2ccc(F)cc2)c2ccc(F)cc2)cc1,11%,20%,-8%,-1%,-3%,-15%,-8,-17%,-13%
COc1cc(OC)c(NS(=O)(=O)c2cn(C)cn2)cc1Cl,3%,-21%[56.9 µM],-1%,4%,79%[activator],5%,-3,-8%,3%
CC(C)c1ccccc1NC(=O)c1cnccn1,1%,-15%,-9%,1%,-2%,11%,-3,-6%,-14%

# Entries from the list above that have a nitro group on carbon:
SMILES,12-LOX inh,RGS4 inhibitor,Apoferritin bind,ERG Ets-DNA blk,APE1 inh,POLB inh,LDHA block,POLH inh,Pol kappa inh
Cc1c(C(=O)O)cnc2c([N+](=O)[O-])cnn12,-2%,?,-22%,15%,-8%,?,-7,?,-33%
Cc1cc(C)cc(N=c2c([N+](=O)[O-])nn(-c3ccc(Cl)cc3)n2O)c1,-13%,-3%,?,-12%,-5%,2%,-2,-19%,-9%

# More results:
SMILES,12-LOX inh,RGS4 inhibitor,Apoferritin bind,ERG Ets-DNA blk,APE1 inh,POLB inh,LDHA block,POLH inh,Pol kappa inh
CC(=O)c1ccc(N2CCN(CC(O)COC(c3ccccc3)c3ccccc3C)CC2)cc1 (centres undefined),0.63µM*,-29%,-4%,-1%,16%,2%,-11,-25%,-1%
Cc1ccc(C)c(OCCN2CCOCC2)c1,-24%,-4%,-9%,-2%,25%,20%,0,-18%,-4%
O=c1ccc(C(F)(F)F)cn1Cc1cc(=O)n2cc(Br)ccc2n1,-19%,-19%,-7%,9%,-2%,13µM*,-2,-2%,?
Cc1ccc2cccc(NC(=O)C(F)(F)F)c2n1,3%,4%,?,-3%,-1%,11%,8,2%,-4%
O=C(COC(=O)c1ccc2ccccc2n1)c1ccccc1,?,4%,-19%,4%,-3%,35%,14&-8,-14%,5%
Cc1cccc(OCc2nc(CC(=O)Nc3ccc(C)cc3C)cs2)c1,-29%,-3%,4%,0%,/,-2%,3,-1%,-13%
CC(=O)Nc1ccc(N2C(=O)CSC2c2ccccc2)cc1 (centres undefined),11%,9%,6%,11%,22%,89%,-2,4%,9%
COc1ccc(C(=O)n2cc(C(C)=O)c3ccccc32)cc1,/,1%,5%,-8%,-13%,29%,-2,-14%,5%
COc1cc(OC)c(N(C)S(=O)(=O)c2cccc(C(=O)OCC(=O)NCc3ccco3)c2)cc1Cl,-16%,3%,-13%,56%,?,-1%,-8,-9%,-17%
Cc1ccc(NC(=O)C(OC(=O)c2ccc(O)cc2)c2ccccc2)cc1Cl (centres undefined),1%,-23%,-11%,7%,-2%,25%,0,-14%,9%
Cc1cc(N2CCN(c3cccc(C(F)(F)F)c3)CC2)n2nc(C)nc2n1,0%,15%,1%,-15%,-3%,8%,-6,-4%,-6%
O=C(Cc1ccc(Cl)cc1)Nc1ccc2oc(=O)ccc2c1,-27%,?,-12%,1%,2%,?,-10,-2%,-4%
O=C1CC(c2ccccc2)CC(O)=C1C=NCCN1CCOCC1 (centres undefined),17%,15%,-5%,/,-8%,17%,0,13%,-2%
O=C(O)CN1C(=O)SC(Nc2ccccc2)C1=O (centres undefined),-9%,17%,-3%,-8%,3%,5%,-6,-17%,-5%
CN1C[C@@H]2[C@@H]3C(=O)N(Cc4ccccc4)C(=O)[C@@H]3[C@](C)(C1=O)N2C(=O)c1ccc(Cl)cc1,6%,11%,/,1%,9%,/,-7,-16%,4%
COc1ccc(-c2nnc(CSc3nc4ccccc4c(=O)n3CC(C)C)o2)cc1OC,3%,-5%,-21%,12%,-2%,?,1,-7%,2%
CNc1nnc(-c2cc3ccccc3oc2=O)s1,0%,21%,187%[activator],2%,-6%,1%,-2,-5%,-7%
Cc1ccc(NC(=O)OCc2cc(-c3ccccc3)on2)cc1,-6%,17%,82%[activator],4%,?,23%,-4,5%,-16%
CCN1CCN(C(CNS(=O)(=O)c2ccc(Cl)cc2)c2cccnc2)CC1 (centres undefined),19%,3%,-7%,13%,7%,99%,3,-5%,-11%
CC[C@@]1(C(=O)OC)N[C@H](CN(C)C(=O)c2ccccc2)[C@@H]2C(=O)N(C)C(=O)[C@@H]21,-6%,22%,/,-5%,11%,/,-4,-7%,-2%
Cc1ccc(C(=O)Nc2c3c(nn2-c2ccccc2)CS(=O)(=O)C3)cc1C,40%[activator],-24%,-11%,-3%,6%,8%,-7,-18%,-16%
CN1CCN(S(=O)(=O)c2ccccc2)CC1,33%[activator],34%&-23%,-7%,-2%,7%,?,-4&-5,-22%,-16%&5%
COc1ccc(S(=O)(=O)n2[nH]c(=O)c(CCO)c2C)c([N+](=O)[O-])c1,-24%,-32%,-7%,2%,2%,9%,-11,-8%,-22%
Cc1ccc(C2N=C(N)Nc3nc(=O)c4ccccc4n32)cc1 (centres undefined),30%[activator],-3%,-1%,2%,7%,-1%,-5,-9%,-22%
Cc1nc(C(=O)N2CCc3c([nH]c4ccccc34)C2c2ccccn2)cs1 (centres undefined),-9%,15%,-20%,-22%,?,0%,-6,-22%,-6%
COCCCNC(=S)N1CCN(C)CC1,?,-7%,2%,-3%,-9%,10%,-24,-20%,4%
O=C(COC(=O)C1C2CC3OC(=O)C1C3C2)Nc1cccc(C(F)(F)F)c1 (centres undefined),-15%,-9%,-17%,-11%,1%,41%,-4,-17%,8%
